D1 mod: D1 CRE-luciferase signal change, two-sided – cell-based, HEK293 D1, dopamine EC30, D1 allosteric modulator project, primary screen | dopamine EC30 potentiation; actives deviate in either direction | B-score at 10 µM | 5.9% of 58,000 active | AID 641, 2007;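 active = luminescence count or its row- and column-corrected plate score outside the 99.7% band of the plate's sample wells, on either side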
NADH coupling: inhibitors of PK/LDH coupling enzymes, profiling panel, artefact control, biochemical, MLSMR library; coupled PK/LDH NADH assays, four targets; IC50, µM (series often up to 10 µM), without a hit: at the top dose inhibition; 0.02% of 65,000 active; AID 774, 2007;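 active = single-dose screening hits from any of four coupled enzyme assays that gave an IC50 when retested across doses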;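 also: the DPM-DC format reads NADH fluorescence rather than 340 nm absorbance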
TNAP act mid DEA: human TNAP enzyme activators, primary screen, biochemical, luminescent, intermediate phosphate acceptor level. 64,000 tested, under 10 active. activation factor at 20 µM. Alkaline phosphatase, tissue-nonspecific isozyme (Homo sapiens), P05186. AID 813, 2007. purified TNAP, CDP-star luminescence, 100 mM DEA, 30 min; hits give high values; scale: 0 levamisole-inhibited, 1 vehicle-only enzyme;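 active = activation factor of at least 2 at 20 µM, relative to controls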
Target sequence (P05186 whole entry, looked up): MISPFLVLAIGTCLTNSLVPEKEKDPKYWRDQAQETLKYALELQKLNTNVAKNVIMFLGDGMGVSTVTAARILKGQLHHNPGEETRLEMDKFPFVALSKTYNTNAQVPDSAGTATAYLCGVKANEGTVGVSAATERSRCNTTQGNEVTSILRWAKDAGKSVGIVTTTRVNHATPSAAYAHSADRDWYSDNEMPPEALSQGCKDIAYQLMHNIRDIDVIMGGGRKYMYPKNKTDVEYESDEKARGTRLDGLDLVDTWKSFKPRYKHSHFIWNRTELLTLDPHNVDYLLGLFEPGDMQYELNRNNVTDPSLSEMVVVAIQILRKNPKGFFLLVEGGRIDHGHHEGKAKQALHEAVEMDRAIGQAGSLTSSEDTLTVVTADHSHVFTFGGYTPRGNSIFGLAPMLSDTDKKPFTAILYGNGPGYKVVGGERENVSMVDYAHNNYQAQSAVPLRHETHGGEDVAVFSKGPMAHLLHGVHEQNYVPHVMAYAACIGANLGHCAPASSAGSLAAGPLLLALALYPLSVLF
M1 antag: antagonists of rat M1 muscarinic receptor. CHO-M1 cells, Fluo-4 calcium, ACh EC80 antagonist mode; hits give low values. B-score at 10 µM. 3.4% of 64,000 active. AID 628, 2007;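 active = calcium fluorescence response, raw or row-and-column corrected B-score, differing from the plate sample mean either way at a set confidence level, mostly lower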
Target sequence (P08482 whole entry, looked up): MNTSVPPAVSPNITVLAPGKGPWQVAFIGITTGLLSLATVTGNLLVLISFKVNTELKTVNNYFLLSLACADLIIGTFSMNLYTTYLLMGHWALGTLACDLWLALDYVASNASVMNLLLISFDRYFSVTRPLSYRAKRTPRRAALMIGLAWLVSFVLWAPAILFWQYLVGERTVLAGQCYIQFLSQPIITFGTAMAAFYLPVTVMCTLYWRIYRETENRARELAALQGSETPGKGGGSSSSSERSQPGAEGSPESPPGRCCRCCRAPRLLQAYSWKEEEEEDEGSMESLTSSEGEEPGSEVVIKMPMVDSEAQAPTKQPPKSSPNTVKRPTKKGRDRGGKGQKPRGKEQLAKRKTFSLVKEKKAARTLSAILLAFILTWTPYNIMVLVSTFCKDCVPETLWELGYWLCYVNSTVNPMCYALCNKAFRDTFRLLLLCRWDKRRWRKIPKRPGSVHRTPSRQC
tolC growth inh: growth inhibitors of E. coli tolC mutant, primary screen, strain BW25113 ΔtolC::kan, 384-well | OD615 | growth inhibition, % at 10 µM (by protocol) | 2.2% of 65,000 active;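 active = growth inhibition at or above a cutoff equal to the mean over every tested compound plus 3 SD, cut at about 60% in these data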;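 also: growth measured after 20 h incubation at 37 °C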
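Signal: optical density read at 615 nm; Assay system: E. coli ΔtolC::kan strain BW25113; Times: 20 h incubation with compound, 37 °C; Dosing: 10 µM final, single dose.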
M1 ag: M1 muscarinic receptor agonists, primary screen, CHO-M1 cells, Fluo-4 calcium, agonist mode | Muscarinic acetylcholine receptor M1 | Fluo-4 calcium fluorescence; hits give high values | B-score at 10 µM | 3% of 64,000 active | AID 626, 2007;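 active = fluorescence rise, raw or as B-score row- and column-corrected plate score, outside the 99.7% band of its plate's samples, either direction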
Jurkat tox 60K: cytotoxicity toward Jurkat T cells, primary screen, cytotoxicity control, cell-based, Jurkat E6.1, 60K MLSMR library | inhibition, % at 4 µM | 1.2% of 56,000 active | Jurkat E6.1 viability, ATP luminescence, 48 h;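 active = inhibition above the mean inhibition of all tested compounds plus 3 SD, cut at about 28% in these data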
HEK293 NFkB inh: inhibitors of PMA/ionomycin-induced NF-kB reporter, primary screen, antigen receptor NF-kB inhibitor project, cell-based, HEK-293 luciferase reporter, luminescence; AID 465, 2006; HEK-293 NF-kB luciferase reporter; inhibition, % at 3 µM; 0.21% of 62,000 active;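 active = inhibition above the mean of all tested compounds plus 3 SD, cut at about 40% in these data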;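 also: 0% = stimulated DMSO wells and 100% = 10 µM reference inhibitor 5653914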
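System: NF-kB luciferase reporter HEK-293 cells | Replication: Single test | Control set: DMSO vs reference inhibitor | Evaluation: % inhibition | Schedule: 1 h pretreatment, 16 h stimulation, 37 °C | Probe or stimulus: PMA with ionomycin | Compound dosing: One dose, 3 µM | Detection: Luciferase luminescence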
SF-1 act: activators of human SF-1, primary screen, cell-based, CHO-K1, Gal4-SF-1 LBD, luciferase luminescence. Steroidogenic factor 1 (Homo sapiens), Q13285. CHO-K1 Gal4-SF-1 LBD luciferase reporter; % increase over DMSO SF-1-specific signal. activation, % at 10 µM. 1.9% of 65,000 active. AID 522, 2006;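 active = activation above the mean activation of all tested compounds plus 3 SD, cut at about 50% in these data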
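Test system: transient Gal4-SF-1 LBD reporter, CHO-K1; Amount: 4,000 CHO-K1 cells per well; Doses: 10 µM only; Timing: compound exposure 20 h at 37 °C; Signal: luciferase light emission; Read-out basis: percent activation relative to DMSO median and mock-transfected background; Control set: DMSO negative control and −SF1 background wells; Replicates: one test per compound.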
* hit, by the source's call; . = no result given; [ ] = remark or other dose.

1	COc1ccccc1C(=O)Nc1ccc(S(=O)(=O)N2CCOCC2)cc1
2	COc1ccc(-c2nn(C)c3sc(C(=O)N4CCOCC4)cc23)cc1OC
3	O=C(Cn1cc2c(n1)CCCCC2)NCCN1CCOCC1
4	COc1ccc(C2CC(c3ccc(Cl)cc3)Nc3nc(NC(=O)c4ccco4)nn32)cc1 (configuration not stated)
5	COCCSc1ccccc1C(=O)Nc1nnc(COC)s1
6	CCCOc1ccccc1C(=O)NCCCC(=O)O
7	Cc1ccc(N(C(=O)Cn2nnc3ccccc32)C(C(=O)NCc2ccco2)c2ccc(C)o2)cc1 (configuration not stated)
8	CCCCOc1ccc(S(=O)(=O)n2c(C)nc3ccccc32)cc1
9	COc1ccc(OC)c(C2C(C(=O)N(C)C)=C(C)Nc3nc4ccccc4n32)c1 (configuration not stated)
10	COc1cc2c(C(=O)NCCCOC(C)C)cn(CC(C)C)c(=O)c2cc1OC

Screen / compound no.	1	2	3	4	5	6	7	8	9	10
HEK293 NFkB inh	17	23	13	14	17	.	16	16	9	5
Jurkat tox 60K	-1	6	-1	-11	-1	.	5	13	-3	1
M1 ag	0.22	1	0.1	-0.81	-0.13	0.51	0.22	-1	0.3	.
NADH coupling	3%	6%	1%	5%	3%	3%	3%	1%	5%	3%
tolC growth inh	8	-14	-15	48	-14	-2	52	94*	-2	-13
D1 mod	0.26	1.1	0.02	-0.085	0.49	-0.23	0.73	-0.62	0.43	-0.018
SF-1 act	-3	-1	-8	5	3	3	4	-5	-8	11
M1 antag	-1.2	-0.71	1	0.17	0.43	0.14	0.046	-3.5*	0.25	.
TNAP act mid DEA	1	0.9	0.9	0.9	0.9	0.9	1	0.9	0.9	0.9

11	Brc1ccc2[nH]ncc2c1
12	CCSc1nnc(NC(=O)C2CCCCC2)s1
13	Nc1nonc1-c1noc(N2CCOCC2)n1
14	CCC(Sc1ccc2nnc(-c3ccc(F)cc3)n2n1)C(=O)OC (configuration not stated)
15	O=C(Nc1cccc(C(F)(F)F)c1)C1CCN(S(=O)(=O)c2cnc[nH]2)CC1
16	COc1ccc(C2C(C(=O)NCC3CCCO3)c3cc(OC)c(OC)cc3C(=O)N2C)cc1OC (configuration not stated)
17	Clc1ccc(OCc2nnc(SCc3nnc(-c4ccccc4)o3)o2)c(Cl)c1
18	COc1cccc(C(=O)Nc2nnc(-c3ccc(Cl)cc3)o2)c1
19	COc1ccccc1-c1cc(C(F)(F)F)nc(S(=O)(=O)CCCC(=O)N2CCOCC2)n1
20	O=S1(=O)C=C(Sc2nc3ccccc3s2)c2ccccc21

Screen / compound no.	11	12	13	14	15	16	17	18	19	20
HEK293 NFkB inh	-1	8	.	12	18	17	9	6	-5	46*
Jurkat tox 60K	-6	3	.	-1	-1	.	-6	-3	62*	102*
M1 ag	-0.2	0.57	-0.31	0.4	-0.28	-0.036	-0.8	0.63	1.3	-0.74
NADH coupling	4%	2%	4%	8%	9%	3%	8%	5%	8%	4%
tolC growth inh	-20	-1	9	-2	-10	-7	60	100*	29	22
D1 mod	0.2	1.3	.	0.054	0.6	-0.67	0.03	-0.58	2.2	-3.7*
SF-1 act	-7	7	0	2	-2	-9	28	-9	-37	-93
M1 antag	-0.017	-0.097	0.37	-0.046	-0.027	0.58	-1.1	-0.6	0.37	-0.95
TNAP act mid DEA	1	1	0.9	0.8	0.9	0.9	0.9	0.9	0.9	0.9

An excerpt from above in order of formula weight, low to high:
13	Nc1nonc1-c1noc(N2CCOCC2)n1
12	CCSc1nnc(NC(=O)C2CCCCC2)s1
18	COc1cccc(C(=O)Nc2nnc(-c3ccc(Cl)cc3)o2)c1
8	CCCCOc1ccc(S(=O)(=O)n2c(C)nc3ccccc32)cc1
1	COc1ccccc1C(=O)Nc1ccc(S(=O)(=O)N2CCOCC2)cc1
19	COc1ccccc1-c1cc(C(F)(F)F)nc(S(=O)(=O)CCCC(=O)N2CCOCC2)n1
16	COc1ccc(C2C(C(=O)NCC3CCCO3)c3cc(OC)c(OC)cc3C(=O)N2C)cc1OC (configuration not stated)

Screen / compound no.	13	12	18	8	1	19	16
HEK293 NFkB inh	.	8	6	16	17	-5	17
Jurkat tox 60K	.	3	-3	13	-1	62*	.
M1 ag	-0.31	0.57	0.63	-1	0.22	1.3	-0.036
NADH coupling	4%	2%	5%	1%	3%	8%	3%
tolC growth inh	9	-1	100*	94*	8	29	-7
D1 mod	.	1.3	-0.58	-0.62	0.26	2.2	-0.67
SF-1 act	0	7	-9	-5	-3	-37	-9
M1 antag	0.37	-0.097	-0.6	-3.5*	-1.2	0.37	0.58
TNAP act mid DEA	0.9	1	0.9	0.9	1	0.9	0.9

Later entries:
21	CCOC(=O)Cc1c(C)c2c(C)nn(-c3ccccc3)c2oc1=O
22	Nc1cc(N)nc(SCCN2CCCCC2)n1
23	CCSc1nnc(NC(=O)CCn2c(=O)oc3ccccc32)s1
24	CC1Cc2cc(/C(O)=C3/C(=O)C(=O)N(CCN4CCOCC4)C3c3cccc(O)c3)ccc2O1 (configuration not stated)
25	CCn1c(SCc2nc3ccccc3[nH]2)nnc1-c1cnccn1
26	Cc1noc(/C=C/N(C)C)c1S(=O)(=O)N1CCCC(C(=O)NCc2ccc(F)cc2)C1 (configuration not stated)
27	COc1cccc(-c2noc(-c3cccs3)n2)c1
28	O=C(COC(=O)c1ccccc1NC(=O)c1ccco1)Nc1ccc2c(c1)OCO2
29	Cc1oc(-c2ccc(Cl)cc2)cc1-c1nn2c(-c3ccco3)nnc2s1
30	Cc1ccc(C(C)C)c(OCc2nnc(SCC(=O)Nc3ncc(C)s3)n2C)c1

Screen / compound no.	21	22	23	24	25	26	27	28	29	30
HEK293 NFkB inh	13	19	12	10	6	18	-34	10	19	7
Jurkat tox 60K	.	-2	-2	0	-1	4	-2	4	.	1
M1 ag	-0.73	3.4	0.026	0.42	-0.81	-0.57	-0.43	-1.6	-0.21	0.32
NADH coupling	6%	3%	4%	5%	4%	9%	2%	3%	6%	3%
tolC growth inh	4	-13	0	-11	-9	-3	94*	12	16	-16
D1 mod	-0.055	-1.3	.	-0.53	1.4	0.079	0.8	-0.41	.	-2
SF-1 act	-10	-4	4	-11	16	-6	-8	-2	-11	-13
M1 antag	0	0.36	0.11	0.57	-0.0075	0.11	-0.14	0.31	0.054	0.49
TNAP act mid DEA	1	0.9	1	0.9	1	0.9	0.9	0.9	1	0.9

Copied from the list.
Entry of compound 26 under HEK293 NFkB inh: 18
Entry of compound 25 under M1 antag: -0.0075

New compounds follow
31	COC(=O)C1=C(C)Nc2ncnn2C1c1ccc(OC(=O)c2ccccc2)cc1 (configuration not stated)
32	CCCC1(C(=O)OCC)NC(c2ccc(N(C)C)cc2)C2C(=O)N(c3ccc(F)cc3)C(=O)C21 (configuration not stated)
33	CC(C)C(c1nnnn1Cc1ccco1)N1CCN(C2CCCC2)CC1 (configuration not stated)
34	CC1C(c2ccccc2)=[N+]([O-])C2(CCCC2)N1O (configuration not stated)
35	CCOC(=O)N1CCN(c2c(NCc3ccccc3OC)c(=O)c2=O)CC1
36	OCCN(Cc1ccccc1)Cc1cccc(C(F)(F)F)c1
37	Cc1ccccc1N1C(=O)c2sc3nc4c(c(=O)n3c2C1=O)CCC4
38	O=C(CCN1CCCC1)Nc1cccc(Br)c1
39	CCOC(=O)c1[nH]c2cc3c(cc2c1CCCN1C(=O)c2ccccc2C1=O)OCCO3
40	Nn1c(SCC(=O)NC(=O)NCc2ccccc2)nnc1C1CC1

Screen / compound no.	31	32	33	34	35	36	37	38	39	40
HEK293 NFkB inh	14	14	6	6	5	13	10	13	-2	18
Jurkat tox 60K	5	6	-4	1	1	2	1	2	-4	2
M1 ag	0.34	-0.26	-0.78	-1.4	0.2	0.094	-0.023	-0.0058	0.67	-0.18
NADH coupling	7%	4%	6%	5%	3%	13%	5%	1%	8%	2%
tolC growth inh	-15	-3	-12	-1	-1	3	-4	-1	-22	-7
D1 mod	-0.24	-0.78	-0.3	0.019	-0.73	0.17	0.24	-0.35	-0.62	0.38
SF-1 act	10	-20	-15	19	-6	-2	3	-12	-11	5
M1 antag	-0.42	0.6	-0.0099	-0.076	1.1	-0.27	0.5	-0.25	0.8	1.3
TNAP act mid DEA	1	0.8	1	1	1	0.9	0.9	0.9	0.9	1

41	c1ccc(Cn2nnc3c(N4CCc5ccccc54)ncnc32)cc1
42	CC(C)(C)C(=O)C(CO)(Oc1ccc(Cl)cc1)n1cncn1 (configuration not stated)
43	O=c1oc2c3c4c(cc2cc1-c1nc2ccccc2[nH]1)CCCN4CCC3
44	CC1(C)Cc2c(sc(NC(=O)c3ccco3)c2C#N)C(C)(C)N1
45	Cc1cc(-n2c(C)cc(C(=O)CSc3nc4ccccc4c(=O)n3Cc3ccco3)c2C)no1

Screen / compound no.	41	42	43	44	45
HEK293 NFkB inh	5	18	-49	-10	8
Jurkat tox 60K	-7	-1	-3	3	.
M1 ag	1.5	-0.086	338*	0.36	-0.29
NADH coupling	5%[fluoresces]	4%	11%[fluoresces]	8%	2%
tolC growth inh	-11	0	14	1	19
D1 mod	3*	0	-2.7*	0.97	0.63
SF-1 act	11	-12	44	-4	-11
M1 antag	0.29	0.3	-15*	-0.13	0.32
TNAP act mid DEA	0.9	1	1.1	1	0.9

Compound activity as filed in PubChem.
